Assay outcomes deposited in PubChem BioAssay by several laboratories.
Neddylation inh = inhibitors of human cullin neddylation; P61081+Q13564; TR-FRET cullin neddylation, biochemical; calls only at 25 µM; hit rate 0.58% among 360,000; AID 651699; in the data active means inhibition above about 36%
Target sequence (P61081 whole entry, looked up): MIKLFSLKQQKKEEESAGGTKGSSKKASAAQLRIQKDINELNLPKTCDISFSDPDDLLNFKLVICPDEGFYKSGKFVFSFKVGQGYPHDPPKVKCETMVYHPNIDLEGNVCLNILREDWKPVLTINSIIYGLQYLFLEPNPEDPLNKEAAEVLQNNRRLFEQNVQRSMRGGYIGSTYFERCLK
Target sequence (Q13564 whole entry, looked up): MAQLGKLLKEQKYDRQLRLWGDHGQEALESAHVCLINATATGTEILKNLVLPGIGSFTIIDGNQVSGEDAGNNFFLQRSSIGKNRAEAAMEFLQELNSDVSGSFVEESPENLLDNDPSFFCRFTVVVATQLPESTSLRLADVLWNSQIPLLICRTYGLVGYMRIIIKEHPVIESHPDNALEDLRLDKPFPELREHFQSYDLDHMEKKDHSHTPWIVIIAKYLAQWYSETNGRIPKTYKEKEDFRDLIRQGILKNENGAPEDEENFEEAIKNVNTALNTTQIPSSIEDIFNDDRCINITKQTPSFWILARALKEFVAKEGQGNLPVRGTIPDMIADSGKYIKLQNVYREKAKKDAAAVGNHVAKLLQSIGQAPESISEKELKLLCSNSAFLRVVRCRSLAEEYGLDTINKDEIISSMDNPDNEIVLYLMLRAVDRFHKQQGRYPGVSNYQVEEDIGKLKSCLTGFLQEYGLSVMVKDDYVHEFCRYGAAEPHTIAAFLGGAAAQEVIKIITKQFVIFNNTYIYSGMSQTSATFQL
E coli Lon inh = inhibitors of E. coli Lon protease. P0A9M0. purified E. coli Lon protease, fluorescence polarization. inhibition, % at 7.94 µM. hit rate 0.42% among 360,000; in the data active means inhibition above about 13%, passing the limit was not always enough;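 further: 0% = enzyme with probe and DMSO and 100% = no enzyme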
MLLE-PAM2 inh = inhibitors of microRNA-mediated deadenylation, human PABP1 MLLE binding. P11940. GST-MLLE / FITC-PAM2 fluorescence polarization. inhibition, % at 20 µM. hit rate 0.36% among 360,000; in the data active means inhibition above about 35%, passing the limit was not always enough;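 further: plate controls were DMSO wells with GST-MLLE for no effect and wells lacking GST-MLLE protein for full effect; some results filed as inactive read as strong as hits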
FAS-TE inh = FAS thioesterase (human) inhibition. P49327. recombinant FAS-TE, OMFH fluorogenic substrate, fluorescence endpoint. inhibition, % at 15 µM. hit rate 0.67% among 360,000;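 active means compounds whose normalised, plate-corrected inhibition of enzyme fluorescence in the single-dose primary screen is 50% or more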;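 further: 0% = DMSO with enzyme and 100% = substrate without enzyme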
bovine MsrA act = bovine methionine sulfoxide reductase A activation | purified bovine MsrA, absorbance read-out | activation, % at 10.6 µM | hit rate 0.3% among 360,000 | AID 602163; in the data active means activation above about 7.5%;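 further: 0% = vehicle and 100% = reference activator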
TbMetRS inhib = blocks T. brucei methionyl-tRNA synthetase activity; inhibition, % at 11.9 µM; purified T. brucei MetRS, ATP depletion, Kinase-Glo luminescence; hit rate 0.4% among 360,000;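 active means inhibition above a per-plate cutoff of the control wells' mean inhibition plus 3 SD, cut at about 5.5% in these data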;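 further: 0% = DMSO wells median and 100% = median of wells with control inhibitor compound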
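Test system: purified T. brucei MetRS enzyme. Also added: ATP, methionine and E. coli bulk tRNA substrates. Compound: 11.9 µM single point. Schedule: 15 min enzyme-compound preincubation, 2 h reaction, 10 min detection, 25 °C. Signal: luciferase luminescence of residual ATP, Kinase-Glo. Evaluation: percent inhibition versus plate control medians. Controls: DMSO wells, low control.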
MsrA inhibitor = inhibits bovine methionine sulfoxide reductase A. hit rate 0.75% among 360,000. purified bovine MsrA, absorbance read-out. inhibition, % at 15.5 µM; in the data active means inhibition above about 4.5%;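 further: 0% = vehicle wells with enzyme and 100% = reference inhibitor wells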
CSN inh = inhibitors of human CSN-mediated cullin deneddylation; Purified CSN, SCF-Nedd8-OG deneddylation, fluorescence polarization; inhibition, % at 12.5 µM; hit rate 0.38% among 360,000; AID 651999;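 active means pattern-corrected inhibition above about 35%, with an unprinted fluorescence ratio check between 0.5 and 1.5, limit read from the data, passing the limit was not always enough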;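 further: 0% = enzyme with substrate and 100% = substrate without enzyme; some results filed as inactive read as strong as hits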
Target sequence (Q92905 whole entry, looked up, one chain of several): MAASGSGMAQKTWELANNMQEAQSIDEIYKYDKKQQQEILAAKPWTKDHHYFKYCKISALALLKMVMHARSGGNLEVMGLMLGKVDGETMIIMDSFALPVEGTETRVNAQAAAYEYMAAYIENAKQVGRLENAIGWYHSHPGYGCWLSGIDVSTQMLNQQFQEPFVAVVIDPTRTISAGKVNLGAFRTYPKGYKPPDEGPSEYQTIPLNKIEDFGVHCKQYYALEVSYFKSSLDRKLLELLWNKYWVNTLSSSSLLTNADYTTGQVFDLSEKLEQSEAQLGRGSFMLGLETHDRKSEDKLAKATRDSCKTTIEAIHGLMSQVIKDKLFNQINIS
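test system = HEK293T-derived human Csn5 enzyme | amount = 0.24 nM Csn5 enzyme, final concentration | medium = Tris/NaCl/DTT buffer, pH 7.5 | schedule = 90 min reaction at room temperature | signal = FP | evaluation = inhibition of Csn5 cleavage, % | compound dosing = single dose of 12.5 µM compound with 0.25% DMSO | probe or stimulus = 10 nM SCFSkp2-Nedd8OG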
Rin1 Abl inh = blocks binding of human Rin1 to Abl; TR-FRET Rin1/Abl binding, biochemical; inhibition, % at 7.35 µM; hit rate 0.4% among 360,000; AID 588664; in the data active means inhibition above about 5%, passing the limit was not always enough
* = called active by the depositor; i = inactive; / = no result given; + = active, no number.

SMILES	Neddylation inh	E coli Lon inh	MLLE-PAM2 inh	FAS-TE inh	bovine MsrA act	TbMetRS inhib	MsrA inhibitor	CSN inh	Rin1 Abl inh
CC1=C(C(=O)Nc2ccccc2F)C(c2ccsc2)C2=C(CC(C)(C)CC2=O)N1 (stereo not drawn)	/	-7	1	-2	-9	-1.2	1.3	-1	-3
COc1cc2ccc(C(C)=NNC(N)=S)cc2cc1OC	i	-2	10	-4	-4	-0.2	3.0	-2	-2
N#Cc1ccc(S(=O)(=O)N2CCN(CC(=O)NCC3(N4CCOCC4)CCCCC3)CC2)cc1	i	-8	-6	4	-1	0.5	0.1	3	3
c1ccc(COc2ncnc3c2ncn3CCCNCc2cccs2)cc1	i	-2	6	-5	-3	0.4	0.6	2	0
CCn1cc(C(=O)OCC(=O)NCc2ccccc2Cl)c(=O)c2ccc(C)nc21	i	-3	-11	6	-4	0.0	0.5	-13	1
CCCN(CCC)C(=O)Nc1cc(Cl)ccc1OC	i	-11	-3	8	-2	0.0	0.5	4	0
CCCCN1C(=O)C(O)(CC(=O)c2ccccc2OC)c2ccccc21 (stereo not drawn)	i	-6	-9	-2	-13	-1.2	0.8	1	4
Cc1ccccc1Nc1cc(=O)oc2ccccc12	i	0	-9	1	1	1.0	1.2	3	3
Clc1ccc(CON/C=N/c2ncnc3sccc23)cc1	i	-3	9	21	2	-0.1	-0.7	-5	-1
O=S(=O)(Nc1nc2ccccc2nc1NCc1ccco1)c1ccc(F)cc1	i	0	-17	0	-2	0.1	3.4	8	-3
CCOc1ccc(C2NC(=O)NC(C)=C2C(=O)OC)cc1C (stereo not drawn)	i	-1	-4	4	-4	-0.7	0.6	2	-1
O=Cc1ccc(C(=O)OCC(=O)NCCC2=CCCCC2)cc1	i	-9	1	7	-3	0.3	-0.9	-8	0
COC(=O)C[C@H]1C=C[C@H](NC(=O)Nc2ccccc2F)[C@@H](CO)O1	i	/	/	/	/	0.2	-0.4	0	/
C=CC1CN(C(=O)OCC(Cl)(Cl)Cl)C2CC3c4ccc(OC)cc4NC3C3CC1C2CO3 (stereo not drawn)	i	7	-8	18	-9	-0.7	/	0	2
CCOC(=O)Cc1nc(-c2ccccc2)n[nH]1	i	3	-1	-6	-2	-0.1	-0.3	-1	3
CC12CCC(=O)N1C(C(=O)NCc1ccccc1Cl)CS2 (stereo not drawn)	i	-12	9	-6	4	-0.1	1.2	1	5
Cc1cc(C)nc(SCC(=O)NN)n1	i	-1	9	-9	-3	0.2	0.2	-3	-2
CS(=O)(=O)N1CCN(c2ccc(C(=O)NC3C4CC5CC(C4)CC3C5)cc2[N+](=O)[O-])CC1 (stereo not drawn)	i	0	12	14	-6	0.6	-0.2	1	-1
CCOC(=O)c1nc2c(ccc3ccccc32)cc1C	/	-5	-1	26	-1	-0.9	1.2	0	-4
O=C(OCc1ccccc1)N1CCC2CC1c1ccc(N3CCOCC3)cc12 (stereo not drawn)	i	-3	7	4	-7	0.2	0.8	0	-1
COc1ccc(C(=O)N2CCNC(=O)C2CC(=O)Nc2ccc(C)cc2)cc1 (stereo not drawn)	i	-7	14	-3	-3	-1.0	1.8	-4	3
CC(=O)c1cccc(NC(=O)C2(C)Cc3c(-c4cccc(C(F)(F)F)c4)ccnc3O2)c1 (stereo not drawn)	i	-6	19	20	-1	0.2	1.4	-2	2
CCOc1ccc(NC(=S)NC(=O)c2c(Cl)c(C)nn2C)c([N+](=O)[O-])c1	i	-4	40*	-4	-4	0.1	0.4	1	1
Cc1ccc(NC(=S)N2CCCN(Cc3ccc(F)cc3)C2)c(C)c1	i	1	-28	-3	-7	-0.4	0.1	3	3
COc1cc(C)c(C)cc1S(=O)(=O)N1CCN(Cc2ccc3c(c2)OCO3)CC1	i	3	2	11	-10	0.5	1.7	0	0
O=C(OCc1ccc(Br)cc1)c1cccc(S(=O)(=O)N2CCCC2)c1	i	-3	0	37	-7	0.1	-0.9	1	7
O=C(O)c1ccc(COc2ccccc2Cl)cc1	i	-4	-4	-7	-12	-1.3	-0.7	-5	5.0*
CCN(CC(=O)Nc1ccc(OC)cc1)CC(=O)Nc1sc2c(c1C(=O)OC)CCCC2	i	-5	-10	24	-1	0.1	0.0	0	2
CC(NC(=S)NC(=O)c1ccccc1Br)c1ccccc1 (stereo not drawn)	i	-1	26	26	-1	-1.2	-0.8	1	-1
O=C(CCS(=O)(=O)Cc1cccc(Cl)c1)NCCc1ccccc1	i	-3	7	0	-2	-0.6	-0.6	-5	-2
CCn1ccnc1CNC(=O)c1cc(COc2ccc(F)cc2F)on1	i	-4	12	-5	-2	-0.1	0.5	0	-2
COc1ccc(C(=O)N2N=C(c3ccc(NS(C)(=O)=O)cc3)CC2c2cccs2)cc1 (stereo not drawn)	i	-3	7	12	-4	-0.7	0.3	4	1
COc1ccc(CC(=O)Nc2ncc([N+](=O)[O-])s2)cc1OC	i	-5	11	4	-6	-0.4	2.4	11	2
O=C(CN1C2CCCC1CC(NC(=O)c1ccco1)C2)Nc1ccccc1C(F)(F)F (stereo not drawn)	i	5	-1	3	1	-0.2	-1.0	-3	0
O=C(NC(=S)Nc1ccccc1Cl)c1ccco1	i	-3	19	3	-3	0.5	-0.4	0	7
CCOc1nc(N2CCOCC2)nc(N2CCOCC2)n1	i	-2	-8	-1	-2	-0.6	1.0	-2	1
COc1ccc(C(=O)NC(=S)Nc2ccc(CN3CCOCC3)cc2)cc1	i	-13	20	1	-5	-0.8	0.8	2	0
Cc1cc(F)ccc1NCc1cc2c(cc1[N+](=O)[O-])OCO2	i	-4	12	23	-1	0.6	1.1	-2	2
COc1ccc(C(C)NC(=O)C23CC4CC(CC(C4)C2)C3)cc1OC (stereo not drawn)	i	6	-9	-2	-4	-0.7	-1.0	-2	-1
CCCC(=O)NNC(=O)Nc1ccccc1	i	2	-45	-5	-2	0.2	/	0	-1
CC1CCCCC1NC(=O)CSc1nncn1N (stereo not drawn)	i	-11	-15	-6	-7	-0.6	0.1	0	1
CCN(CC)c1ccc(NC(=O)Nc2ccc(C(C)=O)cc2)cc1	i	-1	3	-4	-5	-0.2	0.0	4	-1
O=C1c2ccccc2C(=O)N1CCc1csc(-c2cccc(Cl)c2)n1	i	-1	1	34	-10	-0.6	-0.1	11	-5
c1ccc(-c2c3ccccc3nc3[nH]c4ccccc4c23)cc1	/	-5	-11	21	-7	-0.4	/	2	4
CCOC(=O)c1sc(=S)n(-c2ccccc2)c1C	i	1	20	11	-1	-0.2	0.6	2	2
Cc1ccc(C(=O)Cn2c(C(=O)/C=C/c3ccccc3)nc3ccccc32)cc1	/	-12	-1	2	-2	-0.4	1.4	13	8
COC(=O)c1c(C(=O)OC)c2cc(C(=O)c3ccccc3)ccn2c1Cl	+	-9	-11	7	2	-0.9	0.0	-1	-2
O=C(CSc1nnnn1-c1cccc2ccccc12)Nc1ccc(C(=O)O)cc1	i	-5	5	-2	-4	-0.7	0.2	-8	5
CNCc1c(OCc2ccc(F)cc2)ccc2ccccc12	i	2	-8	-10	-5	-0.7	-0.2	-3	1
CC1(C(=O)NCc2ccccc2Br)CCN1Cc1csc2ccccc12 (stereo not drawn)	i	3	-10	29	-5	-0.2	1.8	-1	-6
(listing goes on)
SMILES	Neddylation inh	E coli Lon inh	MLLE-PAM2 inh	FAS-TE inh	bovine MsrA act	TbMetRS inhib	MsrA inhibitor	CSN inh	Rin1 Abl inh
c1ccc2c(c1)ccc1ncccc12	i	4	-5	-4	-12	-1.5	0.2	3	-1
COc1c(C)cc(C(=O)C2CCCN(C(=O)c3cc(C)nc(C)n3)C2)cc1C (stereo not drawn)	i	-4	16	-1	-3	0.5	1.0	-5	-1
CCC(=O)Nc1nnc(/C=C/c2ccc(OC)cc2)s1	/	2	-87	-6	-4	0.3	1.5	-2	-2
CCN(C(=O)COC(=O)CSc1ccc(C(N)=O)cc1[N+](=O)[O-])C1CCCCC1	i	-6	12	6	-2	-0.4	-0.2	-2	-1
Cc1ccc(SCc2cc(=O)[nH]c(/N=C(\N)Nc3cccc4ccccc34)n2)cc1	i	-8	21	58*	-5	-0.8	-1.4	5	4
Cn1c(NCCCN2CCOCC2)nc2c1c(=O)n(Cc1ccc(Cl)c(Cl)c1)c(=O)n2C	i	6	-1	10	-4	-0.2	-0.1	1	-4
CCOC(=O)N1CCN(CC(=O)c2c(C)[nH]c3ccccc23)CC1	i	-3	2	-4	-3	1.0	1.2	-6	0
O=C(NCC(=O)N1CCCC1)NN=Cc1ccccc1O	/	-5	-11	-1	-1	-0.2	-0.5	-1	-2
CC1(C)OC(=O)N(c2ccccc2)C12C=Cc1c(ccc3ccccc13)O2 (stereo not drawn)	i	0	7	24	-7	-0.7	-0.7	-2	-1
CC(=O)Nc1ccc(S(=O)(=O)NCC(=O)OCC(=O)NC23CC4CC(CC(C4)C2)C3)cc1	i	5	-5	-3	-10	-1.1	1.6	-9	2

4 compounds from above, arranged by the number in MsrA inhibitor, falling.
mol	Neddylation inh	E coli Lon inh	MLLE-PAM2 inh	bovine MsrA act	TbMetRS inhib	MsrA inhibitor	CSN inh	Rin1 Abl inh
CC(=O)Nc1ccc(S(=O)(=O)NCC(=O)OCC(=O)NC23CC4CC(CC(C4)C2)C3)cc1	i	5	-5	-10	-1.1	1.6	-9	2
CCN(C(=O)COC(=O)CSc1ccc(C(N)=O)cc1[N+](=O)[O-])C1CCCCC1	i	-6	12	-2	-0.4	-0.2	-2	-1
O=C(NCC(=O)N1CCCC1)NN=Cc1ccccc1O	/	-5	-11	-1	-0.2	-0.5	-1	-2
CC1(C)OC(=O)N(c2ccccc2)C12C=Cc1c(ccc3ccccc13)O2 (stereo not drawn)	i	0	7	-7	-0.7	-0.7	-2	-1

Further compounds:
SMILES	Neddylation inh	E coli Lon inh	MLLE-PAM2 inh	FAS-TE inh	bovine MsrA act	TbMetRS inhib	MsrA inhibitor	CSN inh	Rin1 Abl inh
O=C(O)c1ccc(Oc2ccc([N+](=O)[O-])cc2)c([N+](=O)[O-])c1	i	-6	14	-3	-1	-0.1	0.7	4	-1
Cc1nc2nc(-c3ccccc3)[nH]n2c(=O)c1C	i	6	9	-9	-12	-1.7	-0.3	0	-2
O=C(Nc1nnc(-c2ccncc2)o1)c1ccc(Br)s1	i	-2	9	-9	-2	-0.4	5.8*	4	-3
COc1ccc(C(C#N)(CCC#N)CCC#N)cc1OC	i	-9	-1	-4	-3	0.4	-0.3	-3	1
O=C(CCNC(=O)c1ccccc1Cl)Nc1nnc(C2CC2)s1	i	3	-5	-2	-5	-0.1	0.2	-8	-2
Cn1c(=O)cc(OCC(=O)NCCC2=CCCCC2)c2ccccc21	i	7	-3	21	-1	-0.4	0.1	2	1
O=C(O)c1[nH]nc2c1COc1ccccc1-2	i	3	28	0	-4	-1.2	0.2	2	-2
CC(=O)Nc1ccc(Oc2ccccc2)cc1	i	-1	7	-3	-2	0.1	2.2	-5	0
O=C(CNS(=O)(=O)c1ccccc1)Nc1ccc(C(F)(F)F)cc1	i	-11	2	-2	-1	-0.3	-1.1	-2	2
Cc1ccc(S(=O)(=O)N(C)C)cc1NC(=O)CCc1c[nH]c2ccccc12	i	2	3	0	-3	-0.4	0.4	25	-1
CCOC(=O)c1c(S(=O)(=O)N(C)Cc2ccccc2)c(C)n(C)c1C	i	4	-14	6	-1	0.0	-0.3	-2	0
COc1cc(NC(=O)c2c(OC)cccc2OC)ccc1NC(=O)c1cc2ccccc2o1	i	-11	-7	15	-7	-0.4	1.5	2	0
Cc1ccc(C(=O)C2=C(O)C(=O)N(Cc3cccnc3)C2c2ccc(Cl)c(Cl)c2)o1 (stereo not drawn)	i	-9	3	32	-7	-0.9	/	5	-3
